# p53null 32C kill = p53 null cell cytotoxicity, permissive temperature; H1299-neo p53 null cells, ATP luminescence, 24 h, 32C; Potency, µM (top dose mostly 46.1 µM), for inactives: at the highest dose activity change, negative = cytotoxicity, actives largely listed as cytotoxic; hit rate 0.62% among 55,000;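 note: potency is the fitted concentration of half-maximal effect; 0% = DMSO only and -100% = full killing by 100 µM tamoxifen; nearly all actives have a fitted effect of over 55% in size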
#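 AC50 values derive from Hill modelling of qHTS concentration-response data (up to 46 uM) in H1299-neo cells. Cells were treated 24 h at 32C following overnight attachment at 37C; viability was read as cellular ATP.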
# PTAP-TSG101 blk = TSG101-PTAP interaction inhibition, HIV-1 budding. Q99816. Fluorescence polarization, FITC-PTAP peptide/Tsg101, 20 min. 44,000 tested, under 10 active. Potency, µM (titrated, usually from 115 µM), for inactives: at the top dose activity change, negative = inhibition, actives largely listed as inhibitors; note: potency is the fitted concentration of half-maximal effect; 0% is about no effect
#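 Fluorescence polarization: Tsg101 binding domain (10 uM final) in 10 mM HEPES pH 7.5, 0.15 M NaCl, 0.01% Tween 20, 3 mM EDTA, 0.1 mM TCEP; compounds pinned; FITC-PTAP peptide 50 nM final; 20 min, r.t.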
# GALK inh = inhibitors of human galactokinase (GALK) | P51570 | recombinant GALK, Kinase-Glo ATP luminescence, 1 h | Potency, µM (doses to about 57.5 µM), for the others: at the top dose activity, negative = inhibition, most hits filed as inhibitors | 44,000 tested, under 10 active | AID 1347072;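 note: plate controls were full GALK reaction for no effect and reaction lacking GALK for full effect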
#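 Luminescent ATP-depletion readout (Kinase-Glo Plus) after 1 h room-temperature incubation of human GALK (5 nM) with galactose 100 µM and ATP 35 µM, pH 8.0 HEPES/Mg2+ buffer; compounds tested in qHTS format.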
# NTMT1 inhibitor = NTMT1 methyltransferase inhibition; Q9BV86; NTMT1 MTase-Glo SAH luminescence, purified enzyme; Potency, µM (series often up to 114 µM), for inactives: at the highest dose activity change, negative = inhibition, actives largely listed as inhibitors; hit rate 2.5% among 59,000;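 note: potency is the fitted concentration of half-maximal effect; plate controls were DMSO vehicle for no effect and no enzyme for full effect; nearly all actives have a fitted effect of over 65% in size; many of its hits are not listed in these tables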
# FH mod = Identification of activators of human fumarate hydratase by quantitative high-throughput screening; Fumarate hydratase, mitochondrial (Homo sapiens), P07954; FH coupled MDH/diaphorase resazurin fluorescence, 15 min; Potency, µM (series often up to 79.9 µM), for the others: at the top dose activity change, negative = inhibition, usual class: inhibitors; hit rate 0.22% among 54,000; AID 1347055, 2019; note: potency is the fitted concentration of half-maximal effect; % is set by controls: 0 for no effect and ±100 for the full control effect; the screen sought activators but most active calls are inhibition curves; nearly all actives have a fitted effect of over 45% in size
# Target sequence (P07954 whole entry, looked up): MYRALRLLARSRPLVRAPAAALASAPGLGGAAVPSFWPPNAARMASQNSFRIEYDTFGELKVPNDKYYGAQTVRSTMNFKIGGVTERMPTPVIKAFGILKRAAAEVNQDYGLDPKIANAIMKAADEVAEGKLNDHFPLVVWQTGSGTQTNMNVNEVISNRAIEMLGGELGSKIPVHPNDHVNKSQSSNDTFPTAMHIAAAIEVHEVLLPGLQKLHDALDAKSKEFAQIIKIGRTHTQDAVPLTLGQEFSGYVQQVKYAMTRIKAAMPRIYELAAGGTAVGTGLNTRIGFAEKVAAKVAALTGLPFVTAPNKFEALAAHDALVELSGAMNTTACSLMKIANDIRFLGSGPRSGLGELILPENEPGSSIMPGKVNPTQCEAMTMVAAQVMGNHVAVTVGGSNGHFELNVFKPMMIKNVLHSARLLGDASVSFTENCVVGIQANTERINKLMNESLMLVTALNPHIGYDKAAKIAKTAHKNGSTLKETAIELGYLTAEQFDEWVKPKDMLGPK
# B2AR arrestin ag = agonists recruiting beta-arrestin to human beta2-adrenergic receptor | HTLA Tango cells, beta-arrestin recruitment, luciferase luminescence, 18 h | Potency, µM (doses to about 46.1 µM), inactives show top-dose activation, hits mostly activators | 44,000 tested, under 10 active;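 note: potency is the fitted concentration of half-maximal effect; 0% = DMSO and full agonism = EC100 isoproterenol or metaproterenol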
# Target sequence (P07550 whole entry, looked up): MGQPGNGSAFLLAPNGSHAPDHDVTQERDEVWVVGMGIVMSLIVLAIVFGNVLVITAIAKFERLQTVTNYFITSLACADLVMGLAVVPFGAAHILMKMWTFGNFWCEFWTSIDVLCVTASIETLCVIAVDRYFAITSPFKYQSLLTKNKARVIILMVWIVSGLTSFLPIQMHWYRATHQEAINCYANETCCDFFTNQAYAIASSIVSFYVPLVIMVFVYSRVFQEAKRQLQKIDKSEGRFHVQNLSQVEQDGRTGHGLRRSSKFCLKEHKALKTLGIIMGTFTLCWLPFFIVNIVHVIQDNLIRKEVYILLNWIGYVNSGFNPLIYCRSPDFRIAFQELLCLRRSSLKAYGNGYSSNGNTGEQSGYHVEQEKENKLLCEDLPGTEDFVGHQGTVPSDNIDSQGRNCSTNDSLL
#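 Tango cell line, 1% FBS DMEM; cpd titration up to 46 microM; 18 hr, 37 degrees C, 5% CO2. Luciferin/ATP substrate mix added, 15 min RT, luminescence. %Activity, CRC fitting, curve-class categorization.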
# p53null 39C tox = p53 null cell cytotoxicity, nonpermissive temperature | H1299 p53-null (neo) cells, 39C, ATPlite viability, 24 h | hit rate 0.97% among 55,000 | Potency, µM (titrated, usually from 46.1 µM), inactives show top-dose activity, negative = cell killing, most hits filed as cytotoxic;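 note: potency is the fitted concentration of half-maximal effect; 0% = DMSO only and -100% = full killing by 100 µM tamoxifen; nearly all actives have a fitted effect of over 50% in size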
#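 Concentration-response (up to 46 uM) was run for 24 h at the nonpermissive 39C on H1299-p53A138V or H1299-neo cells. ATP content was measured with ATPlite luminescence. AC50 values were Hill-modeled after normalizing between DMSO and 100 uM tamoxifen killing.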
# * = called active by the depositor; ? = inconclusive; [ ] = remark or other dose. Calls come from the whole dose curve; as a rule, active = well fitted curve in the direction sought with a large enough effect; inconclusive = small, poorly fitted or top-dose-only effect, or another doubt; inactive = no such curve, though single readings can be large; an effect the other way counts as inactive or inconclusive. The list is partial; the hit share may differ from the screen's.
SMILES,p53null 32C kill,PTAP-TSG101 blk,GALK inh,NTMT1 inhibitor,FH mod,B2AR arrestin ag,p53null 39C tox
Cc1cc(C)n2nc(CNC(=O)c3ccccc3Cl)nc2n1,-2%,-8%,8%,9%,-5%,-3%,-10%
CN(C(=O)CSc1cn(CC(=O)N2CCCCC2)c2ccccc12)c1ccccc1,2%,-1%,2%,-6%,-4%,-1%,-25%
COc1ccc(S(=O)(=O)c2c(C)c(NS(=O)(=O)c3ccccc3)cc(C)c2O)cc1,1%,-5%,?,-2%,?,0%,31%[activator]
CCc1ccc(NC(=O)CC(c2cc(OC)c(OC)c(OC)c2)N2Cc3ccccc3C2=O)cc1 (stereo unspecified),1%,1%,2%,?,7%,0%,-7%
CCCCn1c(=NC(=O)c2cc3ccccc3o2)c(C(=O)OCC)cc2c(=O)n3ccccc3nc21,0%,0%,0%,7%,4%,?,2%
O=C(c1ccc2c(c1)N(Cc1cccc(F)c1)C(=O)c1ccccc1S2)N1CCOCC1,7%,-2%,2%,-10%,-1%,-1%,-5%
Cc1cccc(C)c1OCCCCn1c(C2CC(=O)N(c3ccc(F)cc3)C2)nc2ccccc21 (stereo unspecified),28%,-2%,1%,13%,?,-1%,13%
Nc1c(C(=O)Nc2cccc(C(F)(F)F)c2)c2ccccn2c1C(=O)c1ccccc1,-3%,0%,7%,4%,4%,-4%,-4%
CCn1ccc2cc(S(=O)(=O)N3CCCN(C(=O)Nc4ccc(C)cc4Cl)CC3)ccc21,1%,0%,0%,?,-15%,-1%,?
COc1ccc(OCC(=O)NCC(c2ccc(OC)cc2)N2CCOCC2)cc1 (stereo unspecified),-4%,-4%,-4%,-13%,3%,-2%,-1%
CCC(C(=O)Nc1ccc(C)c(C)c1)n1c(=O)c(C(F)(F)F)nc2ccccc21 (stereo unspecified),-4%,-1%,0%,-9%,11%,0%,11%
COc1ccc(-c2cn3cccnc3n2)cc1NC(=O)Nc1ccc(Cl)cc1,-28%,1%,1%,13%,1%,-1%,6%
CC(C)c1ccc(NC(=O)CCNS(=O)(=O)c2ccc3c(c2)oc(=O)n3C)cc1,-8%,-1%,-1%,-1%,-11%,1%,-9%
Cc1cccc(-n2c(-c3ccccc3)cn3c4c(=O)[nH]c(=O)n(C)c4nc23)c1,1%,11%,2%,-2%,-15%,-1%,-8%
CCOC(=O)CNC(c1ccccc1)c1cc(Br)ccc1NC(=O)c1cccc(Cl)c1 (stereo unspecified),-9%,1%,2%,10%,-5%,1%,-7%
CCC(=O)N1CCc2cc(Br)cc(S(=O)(=O)CCC(=O)NCCc3cccc(C)c3)c21,12%,0%,1%,7%,0%,-1%,10%
Cc1ccc2nc(-c3ccc(NC(=O)COc4ccccc4)cc3)sc2c1,?,1%,-1%,5%,8%,1%,?
O=C(NCc1ccccc1F)C(=O)NCC(c1ccc2c(c1)OCO2)N1CCOCC1 (stereo unspecified),-3%,-2%,2%,-20%,1%,0%,11%
CCS(=O)(=O)N1CCCc2cc(C(=O)Nc3cc([N+](=O)[O-])ccc3C)ccc21,10%,-5%,1%,-4%,0%,-3%,4%
COc1ccccc1C(=O)NC1(C(F)(F)F)C(=O)Nc2c1c(=O)[nH]c(=O)n2CCc1ccccc1 (stereo unspecified),3%,-1%,15%,18%,1%,-1%,-23%
Cn1c(=O)oc2cc(S(=O)(=O)N3CCCC(C(=O)N4CCN(c5ccc(Cl)cc5)CC4)C3)ccc21 (stereo unspecified),-7%,0%,6%,4%,-27%,1%,-8%
Cc1c(C(=O)OC2CCCC2)[nH]c2c1C(=O)CC(c1ccc(C(C)(C)C)cc1)C2 (stereo unspecified),-6%,-3%,-9%,-3%,2%,1%,-2%
O=C(Cc1ccc(NC(=O)N2CCSc3ncccc32)cc1)NCc1ccccc1Cl,-28%,1%,0%,12%,9%,-1%,30%
COc1ccc(CCNC(=O)CCCn2c(=O)c3ccccc3n(Cc3ccccc3C)c2=O)cc1OC,11%,-4%,0%,?,1%,1%,-5%
COc1ccccc1CNC(=O)c1ccc(-n2c(C)cc3c2CCCC3)cc1,-6%,4%,-5%,-2%,-1%,?,-18%
O=S(=O)(NCc1ccccc1)c1ccc(-c2cnc(C3CC3)o2)cc1,0%,-5%,-3%,0%,-14%,0%,4%
COc1ccc(NC(=O)c2c(NCc3cccs3)sc3c2CCCCC3)c(OC)c1,9%,-1%,-1%,?,-22%,7%,8%
Cc1ccc(Cl)cc1NC(=O)CN1C(=O)c2cccc3cccc1c23,7%,-1%,2%,-1%,3%,1%,-9%
CCN1C(C(=O)c2ccccc2)=C(OC(=O)COc2ccccc2)c2ccccc2S1(=O)=O,-2%,3%,1%,0%,-1%,0%,-23%
Cc1ccc(NC(=O)C(=O)NCC(c2cccnc2)N2CCN(Cc3ccccc3)CC2)cc1Cl (stereo unspecified),-4%,0%,-1%,-11%,-26%,2%,-3%
CC1CCN(S(=O)(=O)c2cc(C(=O)NCCc3ccccc3)n(C)c2)CC1,-6%,1%,3%,-17%,-31%,-2%,11%
COc1ccccc1/C=C/C(=O)Nc1nc2n(n1)C(c1ccc(F)cc1)C=C(c1ccccc1)N2 (stereo unspecified),?,1%,?,18%,-2%,-3%,16%
COc1ccc(-c2cnc(C)o2)cc1S(=O)(=O)Nc1ccc(OC(F)(F)F)cc1,8%,-7%,-1%,12%,-25%,-1%,?
COc1ccc(C(CC(=O)Nc2ccc(OC)c(OC)c2)N2Cc3ccccc3C2=O)cc1 (stereo unspecified),7%,-1%,4%,-2%,1%,-1%,29%
COc1ccc(NC(=O)C2CCC(CNS(=O)(=O)c3ccc4c(c3)C(C)(C)C(=O)N4C)CC2)cc1 (stereo unspecified),-4%,2%,3%,-3%,2%,0%,-15%
Cc1ccc(C)c(CN2CCC(CNC(=O)Cn3ncc4c([nH]c5ccccc54)c3=O)CC2)c1,-1%,1%,-4%,-9%,7%,0%,11%

# 10 neighbouring compounds out of the list so far, for reference:
SMILES,p53null 32C kill,PTAP-TSG101 blk,GALK inh,NTMT1 inhibitor,FH mod,B2AR arrestin ag,p53null 39C tox
COc1ccc(CCNC(=O)CCCn2c(=O)c3ccccc3n(Cc3ccccc3C)c2=O)cc1OC,11%,-4%,0%,?,1%,1%,-5%
COc1ccccc1CNC(=O)c1ccc(-n2c(C)cc3c2CCCC3)cc1,-6%,4%,-5%,-2%,-1%,?,-18%
O=S(=O)(NCc1ccccc1)c1ccc(-c2cnc(C3CC3)o2)cc1,0%,-5%,-3%,0%,-14%,0%,4%
COc1ccc(NC(=O)c2c(NCc3cccs3)sc3c2CCCCC3)c(OC)c1,9%,-1%,-1%,?,-22%,7%,8%
Cc1ccc(Cl)cc1NC(=O)CN1C(=O)c2cccc3cccc1c23,7%,-1%,2%,-1%,3%,1%,-9%
CCN1C(C(=O)c2ccccc2)=C(OC(=O)COc2ccccc2)c2ccccc2S1(=O)=O,-2%,3%,1%,0%,-1%,0%,-23%
Cc1ccc(NC(=O)C(=O)NCC(c2cccnc2)N2CCN(Cc3ccccc3)CC2)cc1Cl (stereo unspecified),-4%,0%,-1%,-11%,-26%,2%,-3%
CC1CCN(S(=O)(=O)c2cc(C(=O)NCCc3ccccc3)n(C)c2)CC1,-6%,1%,3%,-17%,-31%,-2%,11%
COc1ccccc1/C=C/C(=O)Nc1nc2n(n1)C(c1ccc(F)cc1)C=C(c1ccccc1)N2 (stereo unspecified),?,1%,?,18%,-2%,-3%,16%
COc1ccc(-c2cnc(C)o2)cc1S(=O)(=O)Nc1ccc(OC(F)(F)F)cc1,8%,-7%,-1%,12%,-25%,-1%,?

# Following part.
SMILES,p53null 32C kill,PTAP-TSG101 blk,GALK inh,NTMT1 inhibitor,FH mod,B2AR arrestin ag,p53null 39C tox
CCOc1ccc(CCNC(=O)CS(=O)Cc2nc(-c3ccc(C)cc3)oc2C)cc1OCC (stereo unspecified),-3%,-2%,9%,-4%,-7%,-2%,?
CC(C)CCNC(=O)CSc1c2c(nc3ccc(Cl)cc13)CCCC2,16%,-1%,0%,-13%,-4%,0%,64%[activator]
CCOC(=O)c1c(C)oc2nc(C)nc(N3CCN(c4ccc(OC)cc4)CC3)c12,-5%,-6%,-1%,-8%,-18%,1%,-12%
CCOC(=O)c1c(NC(C)=O)c2c3c(sc2n1Cc1c(C)cc(C)cc1C)CCCC3,13%,-1%,0%,5%,3%,0%,-9%
COc1ccc(Nc2c(-c3ccc(C)o3)nc3cc(C)ccn23)cc1,-16%,-4%,3%,?,?,-1%,-14%
Cc1cccc(-n2ncc3c(N4CCN(CCO)CC4)ncnc32)c1,-1%,-6%,4%,?,13%,1%,14%
CCOc1ccc(NC(=O)CSc2nccn2C2CCCC2)cc1,-9%,0%,-1%,-7%,-3%,-3%,-6%
Cc1cccc(C(=O)Nc2cc3c(cc2N2CCCCC2)n(C)c(=O)c(=O)n3C)c1,7%,1%,3%,0%,-6%,-2%,-11%
COc1ccccc1C(c1c(O)cc(C)n(Cc2ccco2)c1=O)N1CCCCC1 (stereo unspecified),-3%,-3%,0%,-4%,1%,0%,-7%
Cc1c(C(=O)OC2CCC(C)CC2)[nH]c2c1C(=O)CC(c1ccccc1Cl)C2 (stereo unspecified),29%,-1%,3%,11%,-6%,1%,38%[activator]
O=C(COc1ccccc1Cl)Nc1nc2c(s1)CCCC2,-8%,-10%,1%,-2%,-20%,-4%,-17%
Cc1cccn2c(=O)cc(COc3cccc(NC(=O)c4ccccc4F)c3)nc12,-12%,0%,1%,?,-14%,0%,7.9µM*
O=C(Cn1cnc2nc3c(cc2c1=O)CCCC3)Nc1ccc(F)cc1Cl,-7%,0%,-1%,?,9%,-1%,-3%
CSc1ncc(Cl)c(C(=O)Nc2ccc(S(=O)(=O)N3CCCC(C)C3)cc2)n1 (stereo unspecified),-7%,3%,6%,6%,-16%,-1%,?
COc1ccc(OC)c(CCNC(=O)c2sc3nc4n(c(=O)c3c2C)CCCC4)c1,1%,2%,3%,-12%,-2%,0%,?
CCOC(=O)c1cc(OC(=O)c2cc(OC)c(OC)c(OC)c2)n(-c2ccccc2)n1,0%,3%,-1%,?,-4%,1%,-6%
CC1=C(C(=O)Nc2cc(Cl)ccc2C)C(c2sccc2C)n2ncnc2N1 (stereo unspecified),0%,4%,-4%,0%,-1%,0%,9%

# Bioassay records as filed in PubChem BioAssay.
